# BioA inh = BioA (M. tuberculosis) enzyme inhibition; purified M. tuberculosis BioA enzyme, plate reader; inhibition, % at 9.99 µM; 0.096% of 360,000 active; AID 602481; in the data active = inhibition above about 40%
# * hit, by the source's call.
SMILES,BioA inh
Cc1noc(C)c1S(=O)(=O)Nc1ccc2c(c1)CC(=O)N([C@@H](C)CO)C[C@@H](C)[C@H](CN(C)CC1CC1)O2,1.2
CC(C)NC(=O)N(C)C[C@H]1Oc2ccc(NC(=O)Cc3cn(C)c4ccccc34)cc2CC(=O)N([C@H](C)CO)C[C@@H]1C,0.8
C[C@H](CO)N1C[C@H](C)[C@H](CN(C)C(=O)C2CCCCC2)OCCCC[C@H](C)Oc2ccc(NS(=O)(=O)c3cccs3)cc2C1=O,-0.6
C[C@@H]1CN([C@H](C)CO)S(=O)(=O)c2ccc(C#Cc3ccncc3)cc2O[C@H]1CN(C)S(=O)(=O)c1ccccc1,6.1
C[C@H]1CN([C@@H](C)CO)C(=O)c2cc(N(C)C)ccc2O[C@@H]1CN(C)C(=O)Nc1ccc(F)cc1,-1.2
C[C@@H]1CN([C@H](C)CO)C(=O)c2cccc(NS(=O)(=O)c3ccc(Cl)cc3)c2O[C@@H]1CN(C)Cc1ccc(C(=O)Nc2ccccc2N)cc1,-0.3
C[C@H](CO)N1C[C@H](C)[C@@H](CN(C)S(C)(=O)=O)Oc2ccc(NC(=O)c3ccncc3)cc2CC1=O,-0.3
Cc1noc(C)c1NC(=O)N(C)C[C@H]1Oc2ccc(N(C)C)cc2C(=O)N([C@@H](C)CO)C[C@H]1C,0.7
Cc1noc(C)c1S(=O)(=O)N(C)C[C@H]1OCCCC[C@@H](C)Oc2ccc(NS(=O)(=O)c3ccc(Cl)cc3)cc2C(=O)N([C@@H](C)CO)C[C@H]1C,1.1
C[C@@H]1CN([C@@H](C)CO)C(=O)Cc2cc(NC(=O)Cc3cn(C)c4ccccc34)ccc2O[C@@H]1CN(C)S(C)(=O)=O,1.7
C[C@@H]1CCCCO[C@H](CN(C)C(=O)Nc2cccc3ccccc23)[C@@H](C)CN([C@H](C)CO)C(=O)c2cc(NS(=O)(=O)c3ccc(F)cc3)ccc2O1,-0.5
O=C(O)C[C@@H]1C[C@H]2c3cc(NC(=O)Nc4ccc(C(F)(F)F)cc4)ccc3O[C@H]2[C@H](CO)O1,0.0

# Shown field by field: four of the compounds above
smiles: C[C@H]1CN([C@@H](C)CO)C(=O)c2cc(N(C)C)ccc2O[C@@H]1CN(C)C(=O)Nc1ccc(F)cc1
- BioA inh: -1.2
smiles: C[C@@H]1CN([C@H](C)CO)C(=O)c2cccc(NS(=O)(=O)c3ccc(Cl)cc3)c2O[C@@H]1CN(C)Cc1ccc(C(=O)Nc2ccccc2N)cc1
- BioA inh: -0.3
smiles: C[C@H](CO)N1C[C@H](C)[C@@H](CN(C)S(C)(=O)=O)Oc2ccc(NC(=O)c3ccncc3)cc2CC1=O
- BioA inh: -0.3
smiles: Cc1noc(C)c1NC(=O)N(C)C[C@H]1Oc2ccc(N(C)C)cc2C(=O)N([C@@H](C)CO)C[C@H]1C
- BioA inh: 0.7

# Further entries.
SMILES,BioA inh
COc1ccc(S(=O)(=O)Nc2ccc3c(c2)C(=O)N([C@H](C)CO)C[C@@H](C)[C@H](CN(C)C(=O)Nc2ccc(F)cc2)OCCCC[C@H](C)O3)cc1,1.5
COCC(=O)Nc1ccc2c(c1)C(=O)N(C)C[C@H](OC)[C@H](C)CN[C@H](C)CO2,-2.4
O=C(NCC[C@@H]1CC[C@H](NC(=O)C2CC2)[C@@H](CO)O1)Nc1ccc(Cl)cc1,1.5
C[C@@H]1CN([C@H](C)CO)C(=O)c2cccc(NC(=O)c3ccc(-c4nccs4)cc3)c2O[C@H]1CN(C)S(C)(=O)=O,-2.6
O=C(C1CCCC1)N1C[C@@H]2[C@H](c3ccccc31)[C@H](CO)N2C(=O)c1ccccc1,1.3
C[C@@H]1CN([C@@H](C)CO)C(=O)c2cc(NC(=O)c3ccccc3)ccc2O[C@@H](C)CCCCO[C@H]1CN(C)C(=O)Cc1ccccc1,-1.8
COc1ccccc1C#Cc1cnc2c(c1)C(=O)N([C@H](C)CO)C[C@@H](C)[C@H](CN(C)S(=O)(=O)c1cn(C)cn1)O2,0.9
COCC(=O)Nc1ccc2c(c1)C(=O)N(C)[C@@H]1CC[C@@H](CC(=O)NCC(F)(F)F)O[C@@H]1CO2,-0.7
O=C(N[C@@H]1CC[C@@H](CC(=O)N2CCC(Cc3ccccc3)CC2)O[C@@H]1CO)c1cnccn1,0.1
C[C@H](CO)N1C[C@H](C)[C@@H](CN(C)Cc2ccc3c(c2)OCO3)Oc2ccc(NC(=O)C3CCCCC3)cc2CC1=O,7.0
COc1ccc(S(=O)(=O)Nc2ccc3c(c2)C(=O)N([C@@H](C)CO)C[C@H](C)[C@@H](CN(C)Cc2ccc(C(F)(F)F)cc2)OCCCC[C@@H](C)O3)cc1,2.0
C[C@H]1CN([C@@H](C)CO)C(=O)CCCn2nncc2CO[C@H]1CN(C)Cc1ccc2cccnc2c1,-0.1
Cc1noc(C)c1S(=O)(=O)Nc1ccc2c(c1)C(=O)N([C@H](C)CO)C[C@@H](C)[C@@H](CN(C)C(=O)Nc1ccc(C(F)(F)F)cc1)O2,-4.9
C[C@H](CO)N1C[C@H](C)[C@H](CN(C)S(C)(=O)=O)Oc2ccc(NC(=O)C3CC3)cc2C1=O,-1.3
C[C@H](CO)N1C[C@H](C)[C@H](CN(C)C(=O)c2ccccc2)OCCCC[C@H](C)Oc2ccc(NC(=O)c3ccccc3)cc2C1=O,0.6
COc1ccc(CNC(=O)c2cc3c(c(-c4cccc(-c5ccc(C#N)cc5)c4)n2)[C@@H](CCO)N([S@](=O)C(C)(C)C)C3)cc1,-1.8
CC(C)NC(=O)N(C)C[C@@H]1Oc2cc(-c3ccncc3)ccc2S(=O)(=O)N([C@H](C)CO)C[C@H]1C,0.5
COc1ccc(NC(=O)Nc2ccc3c(c2)C(=O)N([C@@H](C)CO)C[C@@H](C)[C@@H](CN(C)C(=O)Nc2ccc4c(c2)OCO4)O3)cc1,-4.2
O=C(NCc1cccc(F)c1)[C@@H]1[C@@H](CO)[C@@H]2Cn3c(cccc3=O)[C@H]1N2C(=O)c1cnccn1,-1.1
Cc1ccc(-c2cnc3c(c2)C(=O)N([C@@H](C)CO)C[C@@H](C)[C@H](CN(C)S(C)(=O)=O)O3)cc1,11.2
Cc1ccc(-c2ccc3c(c2)O[C@@H](CN(C)C(=O)Nc2ccc(C(F)(F)F)cc2)[C@H](C)CN([C@@H](C)CO)S3(=O)=O)cc1,-0.5
C[C@H]1CN([C@@H](C)CO)C(=O)Cc2cc(NS(C)(=O)=O)ccc2O[C@H]1CN(C)C(=O)Nc1ccc(F)cc1,1.3
COc1ccccc1NC(=O)N1C[C@H](O)COC[C@H]2O[C@@H](CC(=O)N3CCC(Cc4ccccc4)CC3)CC[C@@H]21,-0.1
Cc1noc(C)c1NC(=O)Nc1ccc2c(c1)C(=O)N([C@@H](C)CO)C[C@@H](C)[C@@H](CN(C)C(=O)Nc1ccccc1)O2,8.8
CN(C)C(=O)c1ccc(-c2ccc([C@H]3[C@@H](CO)N4CCCCN(C(=O)C5CC5)C[C@@H]34)cc2)cc1,-2.8
O=C(C1CC1)N1C[C@H]2[C@@H](c3ccccc31)[C@H](CO)N2C(=O)c1ccccn1,-4.3
C[C@@H]1CCCCO[C@@H](CN(C)CC2CCCCC2)[C@@H](C)CN([C@@H](C)CO)C(=O)c2cc(NC(=O)NC3CCCCC3)ccc2O1,-2.7
C[C@@H]1CCCCO[C@H](CN(C)Cc2ccc3c(c2)OCO3)[C@@H](C)CN([C@@H](C)CO)C(=O)c2cc(NC(=O)C3CCCCC3)ccc2O1,2.8
CCCNC(=O)c1cc2c(c(-c3cccc(-c4cccc(F)c4)c3)n1)[C@H](CCO)N([S@@](=O)C(C)(C)C)C2,1.3
O=C(Cc1ccccc1)N1CCCCN2[C@H](C1)[C@H](c1ccc(-c3ccccc3)cc1)[C@@H]2CO,7.9
CO[C@@H]1CN(C)C(=O)c2cc(NC(=O)c3ccccc3)ccc2OC[C@@H](C)NC[C@@H]1C,-4.2
C[C@@H]1CCCCO[C@H](CN(C)S(=O)(=O)c2ccccc2)[C@H](C)CN([C@H](C)CO)C(=O)c2cc(NS(C)(=O)=O)ccc2O1,3.5
C/C=C/c1ccc([C@H]2[C@H](CO)N3CCCCN(S(=O)(=O)c4cccc(C)c4)C[C@@H]23)cc1,2.5
C[C@@H](NC(=O)C[C@@H]1CC[C@@H](NC(=O)C2CCOCC2)[C@H](CO)O1)c1ccccc1,0.0
CNC[C@H]1Oc2cc(C#Cc3ccc(F)cc3)ccc2S(=O)(=O)N([C@@H](C)CO)C[C@@H]1C,-0.4
COc1ccc(CN(C)C[C@H]2Oc3ccc(NS(=O)(=O)c4ccc(C)cc4)cc3C(=O)N([C@H](C)CO)C[C@@H]2C)cc1,-0.7
COc1ccc(CN(C)C[C@H]2OCCCC[C@H](C)Oc3ccc(NC(=O)Nc4cccc5ccccc45)cc3C(=O)N([C@H](C)CO)C[C@@H]2C)cc1,-2.1
Cc1ccccc1S(=O)(=O)N1C[C@H](O)COC[C@@H]2O[C@@H](CC(=O)N3CCN(C)CC3)CC[C@H]21,-1.4
C[C@@H]1CCCCO[C@H](CN(C)C(=O)CCC(F)(F)F)[C@@H](C)CN([C@H](C)CO)C(=O)c2cc(NS(C)(=O)=O)ccc2O1,-1.0
CO[C@H]1CN(C)C(=O)c2cc(NC(=O)Nc3ccccc3)ccc2OC[C@H](C)N(C(=O)Nc2c(C)noc2C)C[C@@H]1C,-2.7
C[C@@H]1CN([C@H](C)CO)C(=O)c2cc(C#CC3CCCCC3)cnc2O[C@@H]1CN(C)C(=O)c1ccncc1,-0.2
COc1ccccc1NC(=O)N1C[C@H](O)COC[C@H]2O[C@@H](CC(=O)NCCc3ccncc3)CC[C@@H]21,-3.3
O=C(C[C@@H]1CC[C@H]2[C@@H](COC[C@@H](O)CN2C(=O)c2ccccc2F)O1)N1CCCCC1,-2.1
C[C@H]1CN([C@@H](C)CO)C(=O)c2cccc(NC(=O)Nc3ccc(F)cc3)c2O[C@H]1CN(C)C(=O)Nc1ccc(C(F)(F)F)cc1,-1.8
COc1ccccc1NC(=O)N[C@H]1CC[C@H](CCn2cc(-c3ccccc3OC)nn2)O[C@@H]1CO,-1.6
CNC(=O)C[C@H]1CC[C@@H]2[C@H](COc3ccc(NC(=O)Nc4c(C)noc4C)cc3C(=O)N2C)O1,2.3
CC(C)C#Cc1ccc2c(c1)O[C@@H](CN(C)S(C)(=O)=O)[C@@H](C)CN([C@H](C)CO)S2(=O)=O,-0.5
CO[C@@H]1CN(C)C(=O)c2ccc(NC(C)=O)cc2OC[C@H](C)N(C(=O)c2cccnc2)C[C@H]1C,-1.6
CCC(=O)N(C)C[C@@H]1Oc2cc(-c3cncnc3)ccc2S(=O)(=O)N([C@@H](C)CO)C[C@H]1C,-2.3
Cc1noc(C)c1S(=O)(=O)Nc1ccc2c(c1)C(=O)N([C@@H](C)CO)C[C@H](C)[C@H](CN(C)S(=O)(=O)c1ccccc1)OCCCC[C@H](C)O2,0.1
CCCN(C)C[C@H]1Oc2cc(C#Cc3ccccn3)ccc2S(=O)(=O)N([C@@H](C)CO)C[C@H]1C,0.9
CN(C)C(=O)[C@@H]1[C@@H](CO)[C@@H]2Cn3c(ccc(-c4ccncc4)c3=O)[C@H]1N2CC1CC1,1.1
C[C@H]1CN([C@@H](C)CO)C(=O)c2cc(NC(=O)Nc3ccccc3)ccc2O[C@H]1CN(C)Cc1ccc(Cl)c(Cl)c1,-4.3
O=C(Nc1ccc(F)cc1)N1CCCCN2[C@H](CO)[C@H](c3ccc(C#Cc4ccccn4)cc3)[C@H]2C1,3.4
COc1cccc(S(=O)(=O)Nc2ccc3c(c2)OC[C@@H](C)NC[C@H](C)[C@H](OC)CN(C)C3=O)c1,0.9
CC(C)c1cn(CC[C@@H]2CC[C@H](NC(=O)C3CCC3)[C@@H](CO)O2)nn1,-2.8
C[C@H]1CN([C@@H](C)CO)C(=O)c2cc(C#CCc3ccccc3)cnc2O[C@H]1CN(C)Cc1ccc(C(=O)O)cc1,-2.7
C[C@@H]1CN([C@H](C)CO)C(=O)Cc2cc(NC(=O)C3CC3)ccc2O[C@@H]1CN(C)S(=O)(=O)c1ccccc1,-1.6
Cc1noc(C)c1S(=O)(=O)N(C)C[C@@H]1OCCCC[C@H](C)Oc2ccc(NS(C)(=O)=O)cc2C(=O)N([C@@H](C)CO)C[C@H]1C,-4.0
O=C(C[C@@H]1C[C@@H]2c3cc(NC(=O)NC4CCCC4)ccc3O[C@@H]2[C@@H](CO)O1)NCc1ccc2c(c1)OCO2,-1.1

# (more compounds)
SMILES,BioA inh
COc1ccc(NC(=O)N(C)C[C@H]2Oc3c(NC(=O)Nc4c(C)noc4C)cccc3C(=O)N([C@@H](C)CO)C[C@H]2C)cc1,0.5
C[C@H]1CN([C@@H](C)CO)C(=O)c2cccc(NC(=O)c3nc4ccccc4s3)c2O[C@@H]1CN(C)Cc1ccc(Oc2ccccc2)cc1,-2.5
CCC(=O)N1CC[C@@H]2[C@@H](CO)N(C)c3ccc(-c4ccccc4)cc3[C@@H]21,36.6
Cc1ccc(-c2ccc([C@@H]3[C@H](CO)N4CCCCN(C(=O)c5ccncc5)C[C@@H]34)cc2)cc1,-0.3
CC(C)NC(=O)N(C)C[C@H]1OCCCC[C@@H](C)Oc2ccc(NC(=O)NC3CCCCC3)cc2C(=O)N([C@@H](C)CO)C[C@H]1C,2.1
COc1ccc(-c2cn(CC[C@H]3CC[C@@H](NC(=O)CCN4CCCCC4)[C@H](CO)O3)nn2)cc1,-1.1

# Reformatted bar-delimited: entries from further up
molecule | BioA inh
C[C@H]1CN([C@@H](C)CO)C(=O)c2cccc(NC(=O)c3nc4ccccc4s3)c2O[C@@H]1CN(C)Cc1ccc(Oc2ccccc2)cc1 | -2.5
CCC(=O)N1CC[C@@H]2[C@@H](CO)N(C)c3ccc(-c4ccccc4)cc3[C@@H]21 | 36.6
Cc1ccc(-c2ccc([C@@H]3[C@H](CO)N4CCCCN(C(=O)c5ccncc5)C[C@@H]34)cc2)cc1 | -0.3
CC(C)NC(=O)N(C)C[C@H]1OCCCC[C@@H](C)Oc2ccc(NC(=O)NC3CCCCC3)cc2C(=O)N([C@@H](C)CO)C[C@H]1C | 2.1
COc1ccc(-c2cn(CC[C@H]3CC[C@@H](NC(=O)CCN4CCCCC4)[C@H](CO)O3)nn2)cc1 | -1.1

# Compound activity (PubChem BioAssay)

# The list is partial; the hit share may differ from the screen's.
